Bioassay records as filed in PubChem.
All columns: NCI-60 one-dose screen, growth in % after 48 h at 10 µM unless noted; 100 = growth as untreated, 0 = no growth, -100 = all killed.
EKVX = EKVX NSCLC; 71,000 tested, 3% active
RPMI-8226 = RPMI-8226 leukemia cells; 77,000 tested, 7.5% active
HOP-62 = HOP-62 NSCLC; 80,000 tested, 3.9% active
A549/ATCC = A549/ATCC NSCLC; 81,000 tested, 3.7% active; AID 1794740
HOP-92 = HOP-92 NSCLC cells | 71,000 tested, 6.3% active | AID 1794738
UACC-62 = UACC-62 melanoma | 81,000 tested, 5.4% active
M14 = M14 melanoma | 80,000 tested, 6.2% active | AID 1794745
CCRF-CEM = CCRF-CEM leukemia | 77,000 tested, 7% active | AID 1794778
Numbers without * were called inactive; · = no result given; & = joins results of further samples. Rule for the calls: active = growth percent below 10; inactive = the rest.

SMILES	EKVX	RPMI-8226	HOP-62	A549/ATCC	HOP-92	UACC-62	M14	CCRF-CEM
CCCCN(CCCC)C(=O)CC(C)(O)c1ccccc1 (configuration not stated)	·	102	102	100	99	101	108	103
C[C@]12CC[C@H]3[C@@H](CC=C4C[C@@H](O)CC[C@@]43C)[C@@H]1CC(=O)C2	·	84	116	104	76	97	105	·
CN(Cc1ccccc1)c1nc(Cl)c(C2CC(c3ccc4c(c3)OCO4)=NN2C=O)s1 (configuration not stated)	85	83	93	96	84	72	90	98
O=c1c2cccnc2nc(-c2ccc(F)cc2)n1-c1ccc(S(=O)(=O)Nc2ncccn2)cc1	96	101	89	74	81	·	99	33
O=C(O)c1ccc(Br)c([N+](=O)[O-])c1	104	112	·	102	81	97	107	·
COc1ccc(C(=O)NNC(=O)CSc2nc3sc4c(c3c(=O)n2-c2ccc(Cl)cc2)CCCC4)cc1	55	79	19	87	61	26	77	70
Fc1ccc(NCc2nnc(-c3ccccc3Cl)o2)cc1Cl	97	98	93	84	97	100	95	98
CSc1ccc(NC(=O)c2ccc(C(=N)N)cc2)cc1	98	98	96	87	107	90	98	101
CC(C)CCNC(=O)Cn1ccc2ccccc2c1=O	·	99	102	104	89	99	109	82
CC(C)(C)c1nn(-c2ccccc2)c2nc3c(nc12)c(=O)oc1ccccc13	·	133	120	92	·	108	111	92
O=S(=O)(O)c1cc(O)c2c(N=Cc3ccccc3O)c(S(=O)(=O)O)ccc2c1	·	97	·	111	·	113	94	·
CS(=O)(=O)Nc1cccc(-n2c(/C=C/c3ccccc3)nc3ccccc32)c1	82	47	86	52	33	53	93	40
COc1ccc(-n2nnc3c4nc(-c5ccc([N+](=O)[O-])cc5)oc(=O)c4c(C)nc32)cc1	104	102	·	110	112	95	105	103
CCOC(=O)C1=C(N)N(c2ccccc2)C2=C(C(=O)CC(C)(C)C2)C1c1cccc(Cl)c1Cl (configuration not stated)	58	51	41	61	-0.8*	56	81	55
CCCCN(C)N=Nc1ccc(C(N)=O)cc1	96	114	122	97	103	99	102	110
CN(C)CCOc1ccc(/C(=C(/CCCl)c2ccccc2)c2ccccc2)cc1	30	-11*	-19*	26	-4.9*	-22*	-52*	-6.7*
C=CC/C=C(\C#N)CC=C	105	98	98	109	99	105	97	107
O=C(Nc1ccc(OCc2ccccc2)cc1)Nc1ccc(Cl)c(C(F)(F)F)c1	5.0*	-30*	6.0*	6.0*	-39*	14	19	-23*
CCCCSc1n[nH]c(=S)c2nc[nH]c12	96	93	112	107	·	103	110	96
CCCCC(N)(C(=O)O)C1CCCC1 (configuration not stated)	·	111	112	94	102	97	107	98
CC(=O)c1nc(Nc2ccc(F)cc2)sc1C	90	105	98	95	105	97	107	96
O=[N+]([O-])c1ccc2c(c1)/C(=N\O)c1cc(Cl)c(Cl)cc1-2	79	93	105	93	94	94	101	87
O=c1nc2c(n[nH]1)c1ccccc1n2Cc1ccccc1	·	101	110	105	90	94	103	99
CCCCSc1nnc(-c2c(C)nc3ccc(Cl)cn23)o1	74	85	67	91	63	78	95	97
COc1ccc(NC(=O)[C@H](CO)NC(=O)OC(C)(C)C)cc1C(=O)Nc1cccc(C2CC(=O)c3c(cc(OC)c(OC)c3OC)O2)c1 (some centres not stated)	81	23	83	69	82	49	66	23

Reformatted as comma-separated lines: part of the list above
mol,EKVX,RPMI-8226,HOP-62,A549/ATCC,HOP-92,UACC-62,M14,CCRF-CEM
CCCCN(CCCC)C(=O)CC(C)(O)c1ccccc1 (configuration not stated),·,102,102,100,99,101,108,103
C[C@]12CC[C@H]3[C@@H](CC=C4C[C@@H](O)CC[C@@]43C)[C@@H]1CC(=O)C2,·,84,116,104,76,97,105,·
CN(Cc1ccccc1)c1nc(Cl)c(C2CC(c3ccc4c(c3)OCO4)=NN2C=O)s1 (configuration not stated),85,83,93,96,84,72,90,98
O=c1c2cccnc2nc(-c2ccc(F)cc2)n1-c1ccc(S(=O)(=O)Nc2ncccn2)cc1,96,101,89,74,81,·,99,33
O=C(O)c1ccc(Br)c([N+](=O)[O-])c1,104,112,·,102,81,97,107,·
COc1ccc(C(=O)NNC(=O)CSc2nc3sc4c(c3c(=O)n2-c2ccc(Cl)cc2)CCCC4)cc1,55,79,19,87,61,26,77,70
Fc1ccc(NCc2nnc(-c3ccccc3Cl)o2)cc1Cl,97,98,93,84,97,100,95,98
CSc1ccc(NC(=O)c2ccc(C(=N)N)cc2)cc1,98,98,96,87,107,90,98,101
CC(C)CCNC(=O)Cn1ccc2ccccc2c1=O,·,99,102,104,89,99,109,82
CC(C)(C)c1nn(-c2ccccc2)c2nc3c(nc12)c(=O)oc1ccccc13,·,133,120,92,·,108,111,92
O=S(=O)(O)c1cc(O)c2c(N=Cc3ccccc3O)c(S(=O)(=O)O)ccc2c1,·,97,·,111,·,113,94,·
CS(=O)(=O)Nc1cccc(-n2c(/C=C/c3ccccc3)nc3ccccc32)c1,82,47,86,52,33,53,93,40
COc1ccc(-n2nnc3c4nc(-c5ccc([N+](=O)[O-])cc5)oc(=O)c4c(C)nc32)cc1,104,102,·,110,112,95,105,103
CCOC(=O)C1=C(N)N(c2ccccc2)C2=C(C(=O)CC(C)(C)C2)C1c1cccc(Cl)c1Cl (configuration not stated),58,51,41,61,-0.8*,56,81,55
CCCCN(C)N=Nc1ccc(C(N)=O)cc1,96,114,122,97,103,99,102,110

Next compounds.
SMILES	EKVX	RPMI-8226	HOP-62	A549/ATCC	HOP-92	UACC-62	M14	CCRF-CEM
O=S(=O)(O)c1cccc2cccc(Cl)c12	·	108	108	106	98	·	97	95
O=C(Nc1cccc2c(OC(=O)C(Cl)Cl)c(N=Nc3ccc(S(=O)(=O)Nc4nccs4)cc3)cc(N=Nc3ccc(S(=O)(=O)Nc4nccs4)cc3)c12)C(Cl)Cl (tested in a mixture with another compound)	107	103&98	99&98	112&104	110&74	102&96	116&106	103&103
Nc1nc(N)c2c(n1)NC(c1cccc(Nc3ccnc4cc(C(F)(F)F)ccc34)c1)CC(c1ccc3c(c1)OCO3)=N2 (configuration not stated)	77	17	66	60	54	91	67	51
C=C1CC[C@@H]2[C@]3(C)COC(c4cn[nH]c4-c4cccc(Cl)c4)O[C@@H]3CC[C@@]2(C)[C@@H]1C/C=C1/C(=O)OCC1O (some centres not stated)	8.0*	-12*	0.2*	-19*	·	-87*	-73*	-15*
CCOC(=O)c1ccc(-n2c(C)nc3ncccc3c2=O)cc1	93	94	103	69	103	·	85	85
CCN(CC)c1ccc2cc(C(Nc3ccc(F)cc3)c3nnnn3C(C)(C)C)c(=O)oc2c1 (configuration not stated)	87	86	110	82	90	74	97	96
COc1cc(Cn2cc3c(c2-c2ccccc2)CCc2cnoc2-3)cc(OC)c1OC	70	62	97	80	69	57	100	74
Nc1ccn(C2OC(CCl)C(O)C2O)c(=O)n1 (configuration not stated)	·	98	87	70	98	102	59	23
O=C1c2ccccc2CCc2ccccc21	89	108	·	98	79	96	96	92
CCOC(=O)n1cc(-c2nonc2-c2cn(C)c3ccc(Br)cc23)c2ccccc21	88	91	78	62	85	61	91	89
O=C1OCCC/C1=C/c1ccc2c(c1)OCO2	90	89	98	104	·	97	99	91
COc1ccc(/C=C/C(C)=O)cc1	95&125	104&106	103&107	104&104	76&80	91&113	99&110	105&101
COc1ccc(NC(=O)c2sc3ncc(Br)cc3c2N)cc1	·	81	105	87	95	101	98	·
O=C(CCCCCCCCC(=O)SCc1ccccc1)SCc1ccccc1	97	102	104	101	93	94	100	99
CNS(=O)(=O)c1cc(Br)ccc1Br	99	93	86	98	85	·	94	98
CCOc1ccc(NC(=O)c2ccc(NS(C)(=O)=O)c(C)c2)cc1	·	98	104	102	·	111	102	90
CC(=O)Nc1ccccc1-c1nc2ccccc2s1	96	113	101	106	97	94	103	98
COc1ccc(-c2nc3ccccn3c2/C=C2/C(=O)Nc3ccccc32)cc1	58	121	93	100	·	97	102	108
CCc1cccc(C(C)(C)C)c1NC(=S)NC=C(C#N)C#N	92	108	102	106	107	93	93	103
O=C1/C(=C2\SC(=S)N(CCc3ccccc3)C2=O)SC(=S)N1CCc1ccccc1	97	·	106	102	103	96	95	99
COc1cc(-c2cc(-c3nc4ccccc4[nH]3)[nH]n2)cc(OC)c1OC	·	-25*	40	54	52	34	39	·
CCCCCCCCCCCCOc1ccc(C(C)(C)C)cc1	·	102	107	94	88	109	109	·
CCOC(=O)c1c(C(F)(F)F)n([O-])c2ccc(Cl)cc2[n+]1=O	-8.8*	-70*	-66*	-40*	-78*	-18*	-22*	-46*
COc1ccc(C(C)=O)cc1S(=O)(=O)Nc1c(N)nc(N)[nH]c1=O	104	92	103	87	86	91	93	91
CCCCn1cnc2c(=O)[nH]cnc21	98	108	105	107	89	96	103	97
Next section.
SMILES	EKVX	RPMI-8226	HOP-62	A549/ATCC	HOP-92	UACC-62	M14	CCRF-CEM
N#CC(C#N)=NNc1ccc(S(=O)(=O)O)cc1	103	103	104	106	103	105	95	93
COc1ccc(CCN(CC(=O)N(CC(N)=O)C2CCC[C@@H]2OCc2ccccc2)C(=O)CN(C(=O)CN(CCc2ccc(Cl)cc2)C(=O)CN(C(=O)CN(C)Cc2ccccc2F)[C@H](C)C2CCCCC2)[C@H](C)C2CCCCC2)cc1OC (some centres not stated)	31	-0.2*	42	23	10	34	19	7.6*
O=C(Cc1ccccc1Nc1c(Cl)cccc1Cl)NN1C(=O)/C(=C/N2N=C(c3ccc(Cl)cc3)CC2c2ccc(Cl)cc2)SC1=S (configuration not stated)	92	87	87	97	93	89	90	91
COc1cc(/C=C/c2cccnc2Nc2ccc(O)cc2)cc(OC)c1OC	94	49	97	84	·	60	100	56
O=C(/C=C/c1ccccc1)c1ccc(NC(=O)N2CCN(c3cc4c(cc3F)c(=O)c(C(=O)O)cn4C3CC3)CC2)cc1	99	93	116	105	98	78	108	91
CCCC1SCC(C)(C)NC1=O (configuration not stated)	99	114	104	92	91	103	100	113
S=c1[nH]nc(-c2ccc(-n3nc(-c4ccccc4)c4ccccc43)cc2)o1	97	79	103	91	90	99	106	91
CCCSc1nc(NC2CC2)c(C#N)c(-c2ccc(OC)cc2)n1	101	97	85	72	78	84	129	97
CC1(C)CC[C@]23CC[C@]4(C)[C@H](CC[C@@H]5[C@@]6(C)C/C(=C/c7ccco7)C(=O)C(C)(C)[C@@H]6CC[C@]54C)[C@H]2[C@H]1OC3=O	104	97	99	104	102	90	96	102
O=C1CSCC(=O)O1	·	97	109	102	122	108	109	99
CNc1ccccc1C#N	·	107	100	·	115	111	114	·
CC(=O)OCCCCCCn1c2ccccc2c2c3c(c4c5ccccc5n(C)c4c21)C(=O)N(O)C3=O	99	31	59	94	101	·	65	34
O=c1c2c(Nc3ccccc3)[nH]nc2[nH]c(=S)n1-c1ccccc1	107	114	111	108	105	100	111	109
CCN1C(=O)N(CC)C2C1NC(=S)N2/N=C/c1ccc(C(F)(F)F)cc1 (configuration not stated)	82	77	71	40	51	47	53	80
CCOC(=O)CC[C@H](NC(=O)c1ccc(N)c2ccccc12)C(=O)OCC	109	102	108	85	56	90	104	83
CCS(=O)(=O)Nc1ccc(-c2ccc(NNC(=O)c3ccccc3)nn2)cc1	106	75	110	104	97	100	·	68
O=S(=O)(c1ccc(NCSc2nc3ccccc3s2)cc1)c1ccc(NCSc2nc3ccccc3s2)cc1	101	92	66	91	71	83	96	72
Cc1ccccc1Oc1ccccc1N	93	82	97	95	86	96	96	43
c1ccc(Sc2ncnc3ccccc23)cc1	84	21	99	90	49	66	71	48
COc1ccc(N2C(=O)C=CC2=O)cc1	118	90	102	104	87	101	111	86
CC(=O)C1CC=C(C)CC1 (configuration not stated)	98	109	91	94	110	104	101	104
COc1ccc(-c2cc(-c3ccccc3)nc3nc(N)nn23)cc1	103	100	103	100	93	99	115	104
Cc1c(C(=O)NCCc2ccc(N3CCC[C@@H]3C)cc2)nn(-c2ccc(Cl)cc2Cl)c1-c1ccc(Cl)cc1	72	64	92	72	68	89	78	71
Cc1ccc2nc(Sc3ncccc3C(=O)O)n(-c3ccccc3)c(=O)c2c1	95	90	99	109	·	100	101	100
COc1cc(-c2nnc(-c3c(-c4ccccc4)nc4ncccn34)o2)cc(OC)c1OC	94	83	91	95	·	98	109	95
Later entries.
SMILES	EKVX	RPMI-8226	HOP-62	A549/ATCC	HOP-92	UACC-62	M14	CCRF-CEM
Cc1ccc(/C(N)=N/c2sc(-c3ccccc3)nc2-c2ccccc2)cc1	74	60	101	80	90	75	80	27
CCCCn1c(=O)c2c(nc3n2CCCN3CCc2ccc(OCC(=O)NCCN(CC)CC)cc2)n(CCCC)c1=O	70	62	56	64	28	21	-79*	25
CCCCC(=O)OCCOc1ccccc1	90	·	79	64	84	·	92	88
CC12CCC(=O)C=C1CCC1C2[C@@H](O)CC2(C)C1CC[C@]2(O)C(=O)COP(=O)(O)O (some centres not stated)	81	67	102	·	71	99	101	68
COc1cc(/C=C/C(=O)Oc2ccc(/C=C/c3cc(OC(=O)/C=C/c4cc(OC)c(O)c(OC)c4)cc(OC(=O)/C=C/c4cc(OC)c(O)c(OC)c4)c3)cc2)cc(OC)c1O	97	90	97	95	116	99	103	88
O=C(NO)/C(CC(=O)c1cccc(O)c1)=N\O	102	111	117	109	94	96	114	101
Cc1ccc(C2NCc3c(nc4c(c(C)nn4-c4ccccc4)c3-c3ccc(Cl)cc3)N2)cc1 (configuration not stated)	82	89	68	71	86	95	86	81
CCOC(=O)c1nn(CC(O)c2ccccc2)c(NC(=O)Nc2cccc(C(F)(F)F)c2)c1C (configuration not stated)	103	81	104	87	97	90	107	85
O=C(CN1CCCCC1)Nc1nc2ccc(NCc3ccc(Cl)cc3)cc2s1	103	93	102	101	94	94	102	97
OCC1(CO)CC2(C1)CC(CO)(CO)C2	100	104	·	103	104	99	110	91
COc1ccc2c(c1)c(/C=N/Nc1ccnc3cc(Cl)ccc13)cn2C	-81*	-43*	-81*	-70*	-82*	-58*	-72*	-29*
COc1ccccc1CNC(=O)c1nc(-c2cc(OC)c(OC)c(OC)c2)n(-c2ccc(F)c(F)c2)n1	95	94	97	99	72	95	95	101
